ADAM17 inh: inhibits human ADAM17; 370,000 tested, 0.83% active; recombinant ADAM17, EDANS/DABCYL FRET peptide cleavage; AID 720648; P78536; inhibition, % at 6.95 µM;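 active = inhibition above the mean of compounds lying between control limits plus 3 SD, set per campaign, cut at about 8.5% in these data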;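 note: 0% = DMSO-only wells as the low control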
sPLA2-III inh: Blocks human group III sPLA2 activity; QFRET BODIPY PC-A2 liposome hydrolysis, fluorescence; AID 743126; Q9NZ20; 370,000 tested, 0.56% active; inhibition, % at 12.2 µM;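 active = inhibition above mean plus 3 SD of compounds lying within the high and low control bounds, cut at about 19% in these data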;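 note: 0% = median of test compound wells and 100% = no enzyme DMSO wells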
hgDAF-12 ag: agonists of H. glycines DAF-12 nuclear receptor | HEK293 GAL4-hgDAF12 UAS-luciferase reporter, agonist luminescence; normalized to butyrate control | activation, % at 6.8 µM | 370,000 tested, 1.8% active;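 active = activation above a cutoff set at the mean of all screened compounds plus 3 SD, cut at about 10% in these data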;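 note: 0% = DMSO wells and 100% = sodium butyrate wells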
ADAM10 inh: inhibitors of human ADAM10 | recombinant ADAM10, EDANS/DABCYL FRET peptide cleavage, 3 h | inhibition, % at 7 µM | 370,000 tested, 0.62% active;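 active = inhibition above a per-campaign cutoff equal to the mean of compounds falling between control-based bounds plus 3 SD, cut at about 20% in these data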;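 note: 0% = DMSO wells while the 100% control is not disclosed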
PLCg1 inh: blocks human PLC-gamma1 enzyme activity; 370,000 tested, 0.84% active; AID 720700; purified PLC-gamma1, fluorogenic substrate, fluorescence; inhibition, % at 12.2 µM; in the data active = inhibition above about 9.5%
Target sequence (P19174 whole entry, looked up): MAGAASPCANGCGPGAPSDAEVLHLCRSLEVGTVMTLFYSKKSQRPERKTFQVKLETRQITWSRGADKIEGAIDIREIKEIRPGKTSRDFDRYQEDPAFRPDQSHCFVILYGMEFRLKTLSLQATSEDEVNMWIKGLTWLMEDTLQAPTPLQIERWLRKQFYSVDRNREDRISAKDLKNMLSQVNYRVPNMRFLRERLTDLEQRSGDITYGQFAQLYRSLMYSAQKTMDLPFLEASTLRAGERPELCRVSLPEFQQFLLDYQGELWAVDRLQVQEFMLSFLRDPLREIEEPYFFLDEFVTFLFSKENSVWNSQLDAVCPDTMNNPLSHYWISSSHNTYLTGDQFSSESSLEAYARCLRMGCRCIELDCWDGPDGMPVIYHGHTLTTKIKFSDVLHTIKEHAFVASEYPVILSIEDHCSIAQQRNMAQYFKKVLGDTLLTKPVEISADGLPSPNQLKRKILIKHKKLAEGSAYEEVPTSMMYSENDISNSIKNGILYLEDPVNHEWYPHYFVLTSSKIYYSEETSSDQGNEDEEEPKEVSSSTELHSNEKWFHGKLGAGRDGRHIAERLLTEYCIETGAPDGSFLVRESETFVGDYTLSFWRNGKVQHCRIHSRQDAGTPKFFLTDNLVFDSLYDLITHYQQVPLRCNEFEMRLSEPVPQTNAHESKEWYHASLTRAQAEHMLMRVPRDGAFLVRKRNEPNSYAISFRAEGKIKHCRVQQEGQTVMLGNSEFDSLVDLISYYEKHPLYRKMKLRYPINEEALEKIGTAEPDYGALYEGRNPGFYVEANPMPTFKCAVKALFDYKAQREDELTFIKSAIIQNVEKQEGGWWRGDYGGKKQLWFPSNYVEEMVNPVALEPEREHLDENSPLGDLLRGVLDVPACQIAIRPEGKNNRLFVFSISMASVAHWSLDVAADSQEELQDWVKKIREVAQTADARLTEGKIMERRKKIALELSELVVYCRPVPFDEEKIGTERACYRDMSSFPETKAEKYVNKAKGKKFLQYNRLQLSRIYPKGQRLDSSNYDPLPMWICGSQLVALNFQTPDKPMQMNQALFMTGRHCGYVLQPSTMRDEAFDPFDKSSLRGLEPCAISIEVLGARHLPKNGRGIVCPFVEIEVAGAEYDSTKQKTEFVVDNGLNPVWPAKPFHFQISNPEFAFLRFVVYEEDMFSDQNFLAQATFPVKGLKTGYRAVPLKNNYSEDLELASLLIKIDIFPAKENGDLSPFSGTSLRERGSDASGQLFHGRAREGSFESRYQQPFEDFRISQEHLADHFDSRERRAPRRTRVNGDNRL
PLC-beta3 inh: blocks human PLC-beta3 enzyme activity; Q01970; Purified PLC-beta3, fluorogenic substrate, fluorescence; 370,000 tested, 0.18% active; inhibition, % at 12.2 µM; in the data active = inhibition above about 11%;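 note: 0% = median of compound wells on plate and 100% = full blocker control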
DAX1 inh-1: inhibitors of human orphan nuclear receptor DAX1 (NR0B1); P51843; HEK293 Gal4-DAX1 luciferase reporter, luminescence; inhibition, % at 6.75 µM; 340,000 tested, 0.99% active; AID 504766;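 active = inhibition above the mean over all tested compounds plus 3 SD, cut at about 4.2% in these data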;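 note: 0% = DAX1-transfected cells with DMSO and 100% = empty-vector control cells with DMSO; inhibition shows as a rise in luminescence from relieved DAX1 repression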
hcDAF-12 act: H. contortus DAF-12 activation, primary screen | 370,000 tested, 1.4% active | activation, % at 6.8 µM | HEK293 hcDAF-12 lit1-tk-luc reporter, luminescence; 0% DMSO, 100% Δ7-dafachronic acid | AID 652067;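 active = activation above the mean of all tested compounds plus 3 SD, cut at about 5.5% in these data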;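 note: 100% = response to 3 µM Δ7-dafachronic acid high control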
ssDAF-12 act: activates DAF-12 receptor from parasite S. stercoralis | HEK293 ssDAF-12/GRIP1 lit1-tk-luc reporter, luminescence; % of 3 µM dafachronic acid response | activation, % at 6.8 µM | 370,000 tested, 1% active;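 active = activation above the mean over all tested compounds plus 3 SD, cut at about 0.9% in these data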;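 note: 0% = DMSO-only wells and 100% = 3 µM delta7-dafachronic acid wells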
DAX1 inh-2: DAX1 (NR0B1) inhibition, primary screen | 370,000 tested, 1.1% active | inhibition, % at 6.8 µM | AID 652010 | HEK293T StAR-luciferase reporter, SF-1/DAX-1 repression relief;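 active = inhibition above the mean over all tested compounds plus 3 SD, cut at about 3.6% in these data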;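 note: 0% = DAX-1 cells with DMSO and 100% = cells lacking DAX-1 with DMSO; higher inhibition means more luminescence from relief of DAX-1 repression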
GAA850 FXN act: frataxin GAA850 promoter activation; HEK293 lucGAA850 FXN promoter luciferase reporter, 24 h; percent of 10 µM SAHA response; activation, % at 6 µM; 360,000 tested, 0.56% active;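 active = activation above the average of all compounds screened plus 3 SD, cutoff fixed separately per campaign, cut at about 7.5% in these data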;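 note: 0% = DMSO wells and 100% = 10 µM SAHA wells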
Starred values were filed as active, the others as inactive; . = not tested or not shown.

SMILES	ADAM17 inh	sPLA2-III inh	hgDAF-12 ag	ADAM10 inh	PLCg1 inh	PLC-beta3 inh	DAX1 inh-1	hcDAF-12 act	ssDAF-12 act	DAX1 inh-2	GAA850 FXN act
O=C(NC(c1ccc(-c2ccccc2)cc1)c1cnccn1)C1CCN(CCOc2ccc(Cl)cc2Cl)CC1 (stereo unspecified)	6	-24	0.4	9	3	-2	.	0.7	-1.4	0.4	-2.9
COc1ccccc1NC(=O)CCC(=O)OCc1ccc([N+](=O)[O-])cc1	1	2	-0.9	3	2	1	0.3	2.4	-1.6	-0.3	0.5
Cc1ccccc1CC(=O)N1CCN(C(=O)C2CCCO2)CC1 (stereo unspecified)	-1	8	1.0	-14	0	-8	0.2	-2.0	-1.2	-0.1	-0.2
CCOC(=O)CCN(Cc1sccc1C)S(=O)(=O)c1ccc(F)cc1	2	-3	-0.8	6	-1	-1	0.1	0.4	-1.7	0.3	0.7
CC(C)c1ccccc1OCC(=O)Nc1cc(S(=O)(=O)N2CCOCC2)ccc1N1CCCC1	0	-2	-3.0	0	2	-6	-1.8	-2.5	-1.6	0.4	0.6
CN(C(=O)COC(=O)c1ccccc1Nc1ccccc1)C1CCS(=O)(=O)C1 (stereo unspecified)	-2	-5	-0.7	-2	-33	-41	0.9	0.1	-0.7	-0.3	1.8
O=C(NCc1cccnc1)O[C@H]1CC[C@@]23CCCN2C(=O)CCC[C@H]3C1	-6	8	-1.0	-1	1	2	.	-0.1	-0.8	.	.
Cc1nn(C)c(NC(=O)c2ccccc2Cl)c1Br	-4	1	-0.9	10	6	1	0.8	0.4	-0.5	0.4	1.7
CC(C)OC(=O)c1cc2ccccc2oc1=O	-22	-5	0.0	-58	-10	-15	0.9	-0.5	-0.7	-0.6	-0.6
COc1ccc(OC)c(CN2CCN(C(=O)CNC(=O)c3ccc(C(C)(C)C)cc3)CC2)c1	-2	-12	-4.3	-9	-4	-11	0.1	-1.4	-1.2	-1.0	-0.9
COc1ccccc1-n1cnc2cc(NS(=O)(=O)c3ccc(Br)cc3)ccc21	7	-44	-4.9	13	1	0	-1.2	-2.4	-1.8	-1.3	-0.9
COc1ccc(CCNC(=O)C(=O)NCC2OCCN2S(=O)(=O)c2ccccc2)cc1OC (stereo unspecified)	-4	1	2.6	-8	-2	-1	1.1	0.4	-1.4	0.4	0.2
COc1ccc(/C=C/C(=O)c2ccccc2)cc1COc1ccccc1F	-1	-13	-0.3	0	-2	-3	-1.1	-2.5	-2.0	-3.0	0.1
Cc1cccc(NC(=S)N2CCC(N(C)CC3CCCO3)CC2)c1C (stereo unspecified)	-2	7	2.9	1	-1	2	0.2	-0.3	-1.6	1.0	3.2
O=C1C(C=NCc2ccncc2)=C(O)c2ccccc21	-5	6	5.0	-8	-21	-26	1.1	2.2	-0.7	3.5	1.0
COc1ccccc1OCCC(=O)OCC(=O)NCc1ccc(F)cc1	2	0	7.7	2	0	-2	0.6	-2.1	-2.4	-1.4	0.8
CCC(C)NC(=O)C1CCN(CCCc2ccccc2)CC1 (stereo unspecified)	2	-2	-2.1	5	9	-3	0.9	-1.0	-1.1	0.2	-2.4
COc1ccc(C(=O)N2CCN(C(=O)c3ccco3)CC2)cc1	-3	15	-1.1	-2	1	3	-0.6	-0.2	-0.8	-0.6	0.9
c1ccc(-n2c(SCc3cccc4ccccc34)nnc2-c2ccncc2)cc1	3	-5	-0.7	3	2	1	.	-3.6	-2.0	-1.6	.
Cc1ccc(S(=O)(=O)N2CCOCC2)cc1NC(=O)COC(=O)c1cncc(Br)c1	-4	4	-2.8	-9	-10	-24	-0.8	-0.6	-1.0	-1.7	1.6
O=C(O)C1Cc2ccccc2CN1C(=O)c1ccccc1Cl (stereo unspecified)	-1	-2	1.5	10	2	4	0.0	-2.1	-0.8	0.1	-0.6
COc1cc(-c2noc(-c3ccco3)n2)cc(OC)c1OC	-6	3	0.4	-92	-2	0	3.9	-2.2	-1.5	-0.5	0.3
CCC1Oc2ccc(C)cc2N(CC(=O)NCC2CCCO2)C1=O (stereo unspecified)	0	3	0.2	1	2	-1	0.4	0.8	-0.8	0.4	0.1
Cc1ccc(C(=O)CSc2nnc(N)s2)c(C)c1	1	-38	13*	6	1	6	0.9	3.9	1.0*	7.8*	5.1
COc1ccc2cc(C(=O)NCc3ccccc3)[nH]c2c1	-5	-12	3.5	-17	-6	-7	1.5	2.0	0.4	-0.2	3.4
COc1ccc(CC2(CO)CCN(Cc3cnn(-c4ccc(F)cc4)c3)CC2)cc1	0	-18	-2.7	4	1	-6	-2.4	-2.1	-2.2	-1.7	0.5
CC1CCCN(C(=O)CSc2nc3ncccc3[nH]2)C1 (stereo unspecified)	-4	8	-1.5	-9	1	-5	-0.6	-0.6	-1.0	1.9	2.0
CCCn1c(SCc2ccccn2)nc2c1c(=O)n(C)c(=O)n2C	-5	5	-2.2	-4	0	2	-0.2	-0.5	-1.5	0.1	3.2
COc1cc(C=O)ccc1OCc1ccncc1	-8	7	-0.4	2	-5	-10	-0.4	0.0	-1.0	-0.4	1.7
CCN(CC)S(=O)(=O)c1cccc(C(=O)N[C@H](C(=O)OCC(=O)Nc2ccccc2)C(C)C)c1	11*	-17	0.6	-4	1	3	0.9	0.1	-1.2	0.2	-0.5
CN(C)c1ccc(/C=N/NC(=O)C[n+]2ccccc2)cc1	2	-5	1.0	1	4	-4	1.5	2.3	-0.8	-0.7	0.2
COc1cc(C(c2c(O)nc(SC)[nH]c2=O)c2c(O)nc(SC)[nH]c2=O)cc(OC)c1OC	-1	1	-0.8	-5	-2	-7	1.4	-0.3	-1.2	-0.6	-1.0
Brc1ccc2ncnc(Nc3ccc(N4CCOCC4)cc3)c2c1	4	6	5.0	5	-4	-7	-1.6	-0.9	-1.4	-0.1	-9.1
Cc1ccc(S(=O)(=O)NC(N)=NCCc2ccc(Cl)cc2)cc1C	0	-4	-2.1	-1	-2	2	0.6	2.4	-1.2	0.0	-0.4
CCOc1ccc(N2CC(C(=O)Nc3ccc4c(c3)OCO4)CC2=O)cc1 (stereo unspecified)	-3	-4	-4.4	-2	-1	-2	0.4	-0.7	-1.4	-0.8	0.4
COc1ccc(S(=O)(=O)NC(=O)C2(C)CCN2C(=O)Cc2ccccc2)cc1OC (stereo unspecified)	-1	3	-1.7	2	3	0	.	0.2	-1.0	0.4	1.4
Cc1cc(C)cc(N(C(=O)c2snc(C(N)=O)c2N)C(C(=O)NCC2CCCO2)c2ccc(C)o2)c1 (stereo unspecified)	-11	-7	-3.0	-33	-20	-37	-1.1	-1.8	-0.9	0.0	-1.4
O=C1C2C3c4ccccc4C(c4ccccc43)C2c2nc3ccccc3n21 (stereo unspecified)	-5	4	-1.0	-3	-1	0	-4.2	-3.2	-1.8	-1.6	-4.3
CC1CCCN(c2cccc3c2S(=O)(=O)N([C@H](C)c2ccccc2)C[C@@H](COCc2ccccc2)O3)C1 (stereo partly specified)	3	0	0.3	0	1	4	.	0.3	-0.6	-0.4	.
N#Cc1ccc(OCCN2C(=O)NC3(CCSC3)C2=O)cc1 (stereo unspecified)	-3	1	-0.5	-6	-2	-1	-1.8	-2.0	-0.8	-0.6	0.6
CCNC(=S)Nc1ccc(N2CCCCC2)cc1	-4	12	8.2	-6	-1	-5	2.0	1.3	0.1	2.0	2.8
COc1ccc(NC(=S)N(CCC(C)C)C(C)c2ccncc2)cc1 (stereo unspecified)	-2	9	-1.3	1	-1	-8	1.4	-1.0	-1.5	0.6	-1.1
CCOC(=O)C1(C)NC(c2ccccc2F)C2C(=O)N(CC)C(=O)C21 (stereo unspecified)	0	4	2.3	6	2	-3	0.6	-2.2	-1.4	0.3	2.0
O=C(Cn1c(=O)oc2cc(S(=O)(=O)N3CCCC3)ccc21)NC1CCCCC1	-7	6	-1.2	-10	-1	-2	-0.6	-2.1	-1.5	-1.0	-1.4
CCOC(=O)c1cccc(C2=CC(=O)CC(C)(C)C2)c1	-1	0	0.8	0	0	2	0.2	-0.9	-1.6	-0.8	-0.4
CN1CC[C@]23c4ccccc4N[C@H]1[C@]21CCN(C)[C@H]3Nc2ccccc21	-3	4	0.8	-7	0	1	0.1	-1.7	-1.1	-0.6	-1.2
COc1ccc(S(=O)(=O)N2CCC(C(=O)N3CCc4ccccc4C3)CC2)cc1Cl	3	-12	-0.9	8	1	0	-0.5	-2.1	-1.8	0.3	1.6
CC1CCN(C(=O)CN2C(=O)c3ccccc3S2(=O)=O)CC1	-5	4	4.7	2	0	4	0.1	0.5	0.0	0.3	0.2
CC(C)OC(=O)N(C)C[C@@H]1OCc2cnnn2CCCC(=O)N([C@H](C)CO)C[C@H]1C	1	1	-0.6	-7	2	4	-0.2	-0.6	-0.2	-0.1	0.6
CC1CCN(S(=O)(=O)c2ccc3ccccc3c2)CC1	-3	-10	-1.7	-2	6	-2	0.4	-1.6	-1.4	-0.7	2.2

3 entries from above, sorted by the value under ADAM17 inh, high to low.
canonical_smiles | ADAM17 inh | sPLA2-III inh | ADAM10 inh | PLCg1 inh | PLC-beta3 inh | DAX1 inh-1 | hcDAF-12 act | ssDAF-12 act | DAX1 inh-2
CCOC(=O)C1(C)NC(c2ccccc2F)C2C(=O)N(CC)C(=O)C21 (stereo unspecified) | 0 | 4 | 6 | 2 | -3 | 0.6 | -2.2 | -1.4 | 0.3
CCOC(=O)c1cccc(C2=CC(=O)CC(C)(C)C2)c1 | -1 | 0 | 0 | 0 | 2 | 0.2 | -0.9 | -1.6 | -0.8
CN1CC[C@]23c4ccccc4N[C@H]1[C@]21CCN(C)[C@H]3Nc2ccccc21 | -3 | 4 | -7 | 0 | 1 | 0.1 | -1.7 | -1.1 | -0.6

Additional entries follow:
SMILES	ADAM17 inh	sPLA2-III inh	hgDAF-12 ag	ADAM10 inh	PLCg1 inh	PLC-beta3 inh	DAX1 inh-1	hcDAF-12 act	ssDAF-12 act	DAX1 inh-2	GAA850 FXN act
COc1ccc(/C=C/c2nc(S(=O)(=O)c3ccccc3)c(N(C)C)o2)cc1	0	3	0.5	-6	3	-6	0.4	0.1	-0.8	-0.1	2.2
COc1ccc(-c2oc3cc(O)c(OC)c(O)c3c(=O)c2OC)cc1	0	-16	9.3	-1	3	5	2.9	0.3	-0.5	-1.6	-1.6
CCCS(=O)(=O)N1CCC(C(=O)Oc2ccc(OC)cc2)CC1	0	-2	-0.5	2	-1	-62	0.3	-1.5	-1.3	0.1	2.2
CC(C)(C)NC(=O)NCCc1ccccc1	3	2	9.3	2	-2	-6	2.5	4.5	-0.1	1.1	4.2
COc1ccc(N(CC(=O)NC2CCCCCC2)S(=O)(=O)c2c(C)nn(C)c2C)cc1	-1	5	-0.5	1	5	-2	1.0	-1.6	-1.9	0.2	-0.2
CCNC(=S)NNC(=O)c1cc(Br)cs1	-6	14	0.2	-5	-7	-10	0.4	-1.6	-1.3	-0.1	1.6
C[C@H](CO)N1C[C@H](C)[C@@H](CN(C)Cc2ccc3c(c2)OCO3)Oc2c(NS(=O)(=O)c3cn(C)cn3)cccc2C1=O	-7	1	0.3	-2	-1	-3	-0.9	-1.1	-1.4	1.0	0.4
CCCN1C2CCCC1CC(NC(=S)NCCCOCC)C2 (stereo unspecified)	-6	5	-0.6	-7	1	-5	-0.1	2.5	-0.9	0.6	-1.3
S=c1[nH]nc(-c2ccc3ccccc3n2)n1-c1ccccc1Cl	1	7	-1.0	5	-76	-99	-0.9	1.5	-0.1	-0.5	2.2

High-throughput results (PubChem)
